Assay outcomes from PubChem BioAssay.
NPYLR7 agonist: mosquito NPYLR7 agonism. AID 1259423. HEK293T NPYLR7/Galpha15, GCaMP6s calcium fluorescence. hit rate 0.15% among 270,000. activation, % at 10 µM; in the data active = activation above about 40%;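 note: 0% = vehicle and 100% = reference agonist at the receptor; some compounds past the cut are filed as inactive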
mcGAS lum: inhibitors of mouse cGAS; Q8C6L5; AID 1259399; hit rate 0.15% among 160,000; recombinant cGAS, Kinase-Glo ATP depletion luminescence; inhibition, % at 12.5 µM;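 note: 0% = negative control wells and 100% = reference inhibitor with no enzyme activity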
hcGAS lum: blocks human cGAS activity | inhibition, % at 12.5 µM | hit rate 0.081% among 290,000 | recombinant h-cGAS, ATP depletion, Kinase-Glo luminescence | Q8N884;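 note: 0% = vehicle reaction and 100% = reaction without DNA for no activity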
Target sequence (Q8N884 whole entry, looked up): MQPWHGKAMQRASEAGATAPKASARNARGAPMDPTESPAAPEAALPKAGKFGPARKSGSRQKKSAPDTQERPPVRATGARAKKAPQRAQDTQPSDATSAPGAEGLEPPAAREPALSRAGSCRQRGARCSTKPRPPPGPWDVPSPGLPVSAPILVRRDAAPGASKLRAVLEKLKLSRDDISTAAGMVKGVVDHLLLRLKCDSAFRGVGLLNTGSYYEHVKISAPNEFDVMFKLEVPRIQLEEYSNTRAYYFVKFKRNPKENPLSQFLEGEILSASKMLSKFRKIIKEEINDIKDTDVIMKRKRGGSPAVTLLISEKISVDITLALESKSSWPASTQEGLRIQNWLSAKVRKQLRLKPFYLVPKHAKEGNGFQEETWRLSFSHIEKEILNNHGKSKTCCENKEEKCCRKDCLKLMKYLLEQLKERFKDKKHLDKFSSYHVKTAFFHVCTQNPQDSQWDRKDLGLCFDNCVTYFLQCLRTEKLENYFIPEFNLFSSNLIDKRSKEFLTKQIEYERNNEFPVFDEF
* = called active by the depositor; . = no result given; & = joins results of further samples; ! = not active in a repeat. Cut-off read from the data, not from the text of the source, unless noted: active = inhibition above about 40%; inactive = the rest. Not a hit list. About 0.29% of those tested had a hit in this group.

SMILES	NPYLR7 agonist	mcGAS lum	hcGAS lum
Cc1cc(C(=O)Nc2ccc(C(N)=O)cc2)c(C)s1	19	.	-4
COc1ccc(CCOC(=O)C2CCCCN2C(=O)CC2Cc3ccccc3C2)cc1OC (stereo not given)	-8	-6	-4
Cc1ccc2nc(N(Cc3cccnc3)C(=O)c3ccc([N+](=O)[O-])o3)sc2c1	-9	-8	-8
CC1(C)CC(=O)C2=C(C1)OC(=N)C(C#N)C2c1cccs1 (stereo not given)	-19	-6	-4
CC(C)N(CC(=O)N1CCc2sccc2C1c1ccc(Cl)cc1Cl)C(=O)C(Cl)c1ccccc1 (stereo not given)	-10	1	10
CC(C)c1nccn1C(C)C(=O)NCc1cc2ccc(F)cc2[nH]c1=O (stereo not given)	3&15	.	1&-10
O=C1CCCCCN1CC(=O)N1CCc2onc(-c3ccccc3)c2C1	1	.	-7
CCOC(=O)c1c(N=CC2=C(O)CC(C)(C)CC2=O)sc(C(C)=O)c1C	-15	.	-3
CNCC(=O)N1CCCC(c2nc3c(C)cccc3[nH]2)C1 (stereo not given)	2	-13	-8
N#Cc1c(CN2CCC(C(N)=O)CC2)cn2ccccc12	2	.	-7
CCS(=O)(=O)N1CCC(NS(=O)(=O)c2ccc(F)cc2Cl)CC1	-1	.	-4
CCOc1cc(C)c(C(C)C)cc1S(=O)(=O)N1CCC(C(N)=O)CC1	2	.	-10
CCCCN(CC(=O)Nc1cc(-c2ccccc2)nn1-c1ccccc1Cl)C(=O)COCc1ccccc1	19	-3	-7
O=C(C1CCCN1C(=O)CCc1cc2n(n1)CCNC2)N1CCOCC1 (stereo not given)	.	-3	-8
Cc1ccc(Cl)c2sc(N(CCN3CCOCC3)C(=O)c3ccc([N+](=O)[O-])cc3)nc12	10	.	-11

Next part, overlapping the part above by three compounds.
SMILES	NPYLR7 agonist	mcGAS lum	hcGAS lum
CCCCN(CC(=O)Nc1cc(-c2ccccc2)nn1-c1ccccc1Cl)C(=O)COCc1ccccc1	19	-3	-7
O=C(C1CCCN1C(=O)CCc1cc2n(n1)CCNC2)N1CCOCC1 (stereo not given)	.	-3	-8
Cc1ccc(Cl)c2sc(N(CCN3CCOCC3)C(=O)c3ccc([N+](=O)[O-])cc3)nc12	10	.	-11
Cc1occc1C(=O)NNC(=O)c1ccc(C(C)C)cc1	-4	.	-10
COc1ccnc(CN2CCC=C(C(C)NC(C)=O)C2)c1OC (stereo not given)	8	.	-6
COc1ccc(CNC(=O)N2CCc3nc(Nc4cc(OC)c(OC)c(OC)c4)ncc3C2)cc1	-3	-2	-3
CN(C)c1ccc(/C=N\Nc2cc(N3CCOCC3)nc(N3CCOCC3)n2)cc1	-4	-1	0
Cc1cc(C(=O)CSc2nnc(-c3cccs3)o2)c(C)n1-c1ncn[nH]1	-4	.	-6
CCC1(C)Cc2c(sc3nn[nH]c(=O)c23)CO1 (stereo not given)	6	.	3
COC(=O)CC1=CC(C)(CC(=O)OC)C(C#N)(C#N)C(=N)C1C#N (stereo not given)	4	.	-11
CCN(C)c1nc(-c2cccc(C)c2)ncc1C(=O)O	32	.	-6
O=C(CCCn1nc(-c2ccco2)ccc1=O)N1CCc2ccccc21	2	-11	-8
Cc1cc(N(C)C)nc(NCCNC(=O)/C=C/c2ccccc2)n1	0	.	-5
O=C(NCCCNC(=O)[C@H]1CCCN1C(=O)c1ccc(Cl)c(Cl)c1)c1ccc(F)cc1	-8	-3	-4
Cc1ccc(NC(=O)NCC2CCCN2S(=O)(=O)c2ccc(C)cc2)cc1 (stereo not given)	8	.	-5
COc1ccc(CCNC(=O)c2ccccc2N2CCC(NC(=O)c3ccc(F)cc3)CC2)cc1	-2	1	0
Cc1cc(C(=O)NCC2CCS(=O)(=O)C2)c(C)n1CC(F)(F)F (stereo not given)	5	.	-3
CSCC(=O)N1CCOC(CCc2ccccc2)C1 (stereo not given)	15	.	-8

One compound at a time, from the list above.
Cc1cc(C(=O)CSc2nnc(-c3cccs3)o2)c(C)n1-c1ncn[nH]1 reads NPYLR7 agonist: -4; mcGAS lum: .; hcGAS lum: -6
Cc1occc1C(=O)NNC(=O)c1ccc(C(C)C)cc1 reads NPYLR7 agonist: -4; mcGAS lum: .; hcGAS lum: -10

The list goes on:
SMILES	NPYLR7 agonist	mcGAS lum	hcGAS lum
COC(=O)c1cc(C)nc(N2CC3ON=C(c4c(F)cccc4Cl)C3C2)n1 (stereo not given)	-1	.	-1
Cn1c(CCNC(=O)OC(C)(C)C)nc2ccc(F)cc21	5	.	-6
COc1ccc(NC(=O)N2CCN(C(=O)c3cc4ccsc4n3CCCc3ccccc3)CC2C)cc1 (stereo not given)	-1	-4	-4
CC(C)CCn1c(SCCN2CCOCC2)nc2c1c(=O)[nH]c(=O)n2C	3	.	-5
CN(N=O)C(=O)N[C@@H]1[C@@H](O)[C@H](O)[C@@H](CO)O[C@@H]1O	1&-6	-7	-2&-4
O=C(NCc1ccc2c(c1)OCO2)c1ccccc1NS(=O)(=O)c1ccc(Cl)cc1	-2	-5	-3
Nc1cc(-c2ccc(Br)cc2)no1	6	-3	-6
CCC(c1ccc(OC)cc1)N(CC)C(=O)c1cccn1C (stereo not given)	.	-12	-1
OC(CN1C2=NCCCN2c2ccccc21)c1ccc2c(c1)OCO2 (stereo not given)	3	1	0
COC(=O)c1ccc(/C=C2/NC(=S)NC2=O)cc1	-4	-4	-4
Cc1ccc(NC(=O)N(Cc2csc(COc3cc(Cl)ccc3Cl)n2)C(C)C)cc1	.	1	4
N#CCC1c2cccnc2C(=O)N1CC(=O)OCc1ccccc1 (stereo not given)	4	-6	8
CC(C)C[C@@H](N)C(=O)NCc1ccc2nsnc2c1	6	.	-9
O=C1C(=O)N(CN2CCC(C(=O)N3CCCCCC3)CC2)c2ccc(F)cc21	4	.	-11
CCc1nn2c(ncc3c(=O)n(-c4ccc5c(c4)OCO5)ccc32)c1-c1ccc(OC)cc1	5	.	-8
Cc1cc(NC(C)C2CC3CCC2C3)n2ncnc2n1 (stereo not given)	6	-5	-8
C#CCCNC(=O)NC1CCCN(CCOC)C1 (stereo not given)	5	.	-4
CCCCNc1cc(=O)n(-c2ccc(F)cc2)nc1C(=O)OCC	0	.	-1
O=S(=O)(c1ccc2ccccc2c1)N1CCOCC1	6	.	-11
CCCOC(=O)C(C)N1CCCC1c1ncc(-c2ccccc2F)[nH]1 (stereo not given)	2	.	-6
CCCc1nc(C(=O)N2CCOC(c3ccc(Cl)cc3)C2)cs1 (stereo not given)	3	-13	-6
CCOC(=O)CNC(=O)N1CCC(CC2CCCCO2)(C(=O)OCC)CC1 (stereo not given)	0&15	-8&-3	-1&-6
COc1ccc(OC)c(C2CC(c3ccccc3Cl)=NN2C(=O)CN2CCOCC2)c1 (stereo not given)	-9	0	0
O=C(CCC1CCN(C(=O)C2=CCCC2)CC1)NC1CCN(Cc2ccccc2)C1 (stereo not given)	7	.	-11
COc1ccc(OCc2cc(C(=O)N[C@H]3CCCCNC3=O)no2)c2ccccc12	-3	-3	3
C=CCN(Cc1csc(COc2ccccc2C(C)C)n1)C(=O)Nc1ccc(C)cc1	0	-8	-3
O=C1c2cccc3cccc(c23)C(=O)N1CCCN1CCOCC1	1	.	-1
Cc1ccc(-n2nc(C(C)(C)C)cc2NC(=O)CN(Cc2ccco2)C(=O)Nc2ccccc2C(F)(F)F)c(C)c1	2	-3	-3
c1ccc(-c2ncn(Cc3ccccn3)c2-c2cccn2-c2ccccn2)cc1	1	.	-3
CNC(=O)[C@@H]1C[C@H](N)CN1C(=O)c1cc2ccccc2cn1	8	-15	-4
O=C(NCC1CCCO1)C1CCCN(c2nc3ccccc3s2)C1 (stereo not given)	1	.	-9
O=C(c1ccc(Oc2ccccc2)o1)N1CC[C@H](CO)[C@H](O)C1	-2	19	-4
O=C(NNC(=O)[C@@H]1CCCC[C@@H]1C(=O)O)Nc1ccccc1	0	.	-1
O=C(NCC1CCCO1)C1CCN(C2CCN(C(=O)Cc3cccnc3)CC2)CC1 (stereo not given)	-2	-3	-5
S=c1[nH]nc(-c2sc3ccccc3c2Cl)o1	0&-2	47*	50*!
CC1C2=C(CC(C)(C)CC2=O)OC2=C1C(=O)CC(C)(C)C2	2	.	-6
CCc1[nH]c2c(CNC(=O)Cc3c[nH]c(=O)n(C)c3=O)cc(F)cc2c1C	1	-8	-1
CCCCc1nc(Cl)c(CN2CCn3cncc3C2)[nH]1	7	.	-2
O=C(Nc1nc(-c2ccc(I)cc2)cs1)c1cc2ccccc2oc1=O	-3	-3	-1
Cc1nonc1CN(C)Cc1nc(-c2cccc(C(F)(F)F)c2)oc1C	4&5	.	-7&-8
COc1ccc(-c2nnc3ccc(OCCNC(=O)c4ccc(C)c(C)c4)nn23)cc1	-7	-11	-7
CCOC(=O)c1c(NC(=O)c2ccc(C)cc2)sc(C(=O)Nc2cccc(OC)c2)c1C	4	-5	-7
Fc1ccc(-c2ccc3nnc(SCc4ccccc4)n3n2)cc1	-11	-6	-2
CO[C@H]1[C@H](NC(=O)c2cccc(F)c2)c2ccccc2C12CCN(C(=O)c1cc(C)oc1C)CC2	3	-11	-4
CCc1cccc2c(C(CC(=O)NCCCOC)c3ccc(OC)cc3OC)c[nH]c12 (stereo not given)	.	-9	-11
CCOC(=O)c1c(NC(=O)COc2ccc(Cl)cc2)sc2c1CCCC2	6	-5	-2
O=C(Nc1c(-c2ccc(C(F)(F)F)cc2)nc2ccccn12)C1CCCC1	-6	-8	-9
CCC(N)c1cc(Cl)ccc1Cl (stereo not given)	0	.	-4
Cc1cccc(Cn2c(NCCCN3CCOCC3)nc3c2c(=O)[nH]c(=O)n3C)c1	2	.	-8
CN1CCN(C(CN)c2ccc3c(c2)CCCN3C)CC1 (stereo not given)	5	.	-4
O=C(Nc1noc2ncccc12)c1ccc(C(F)(F)F)cc1	6	-6	-3
COc1cccc(-c2nn(-c3cccc(C)c3C)c(OC(C)=O)c2-c2ccc(NC(=O)C(C)C)cc2)c1	-10	2	4
O=C(O)CNC(=O)c1cn(-c2ccccc2)nc1-c1cccc(Cl)c1	7	.	-9
Clc1ccc(-c2nc3ccccn3c2NC2CCCCC2)cc1	17	.	0
Cn1c(=O)c2c(ncn2CC(=O)NC(=O)NC(C)(C)C)n(C)c1=O	3	.	-3
CCN(CC)c1onc(-c2ccccc2)c1CN(CC1CCCO1)C(=O)c1ccc2c(c1)OCO2 (stereo not given)	-6	0	-1
Cc1c(C(C)N)cnn1-c1ccc(Cl)cc1 (stereo not given)	-3	.	1
CCOC(=O)C1=C(O)/C(=C/c2ccc(C)o2)SC1=NC(=O)c1ccc(C(C)(C)C)cc1	4	.	1
C#CCN1C(=O)CSc2nnc(COc3cccc(OC)c3)n21	6	.	-16
O=C(c1ccc(N2CCCCC2=O)cc1)N1CCN(S(=O)(=O)c2ccc(Cl)c(Cl)c2)CC1	-1	-3	-7

The results go on:
SMILES	NPYLR7 agonist	mcGAS lum	hcGAS lum
COCCn1c(SCc2cccc(Cl)c2)nc2c([nH]c3ccccc32)c1=O	-3	-2	-1
COc1cc(=O)n(-c2ccc(C)cc2)nc1C(=O)Nc1nc2ccc(C)cc2s1	14	-8	-11
O=C(N/N=C\c1cccnc1)c1cc(-c2ccc3ccccc3c2)n[nH]1	6	-7	-6
Cc1noc(-c2ccccc2Cl)c1C(=O)N[C@@H]1CCCc2ccccc21	2	-9	-7
COCCn1c(S(=O)Cc2ccc3c(c2)CCC3)nc(C)c1C (stereo not given)	1	.	-15
CCCCn1c(=O)c2oc3ccccc3c2n(Cc2ccc(C)cc2)c1=O	3	-5	-9
O=C1NC(=S)SC1=Cc1ccc(F)cc1	2	38	15
CC(Nc1ccc(Cl)cc1C#N)c1cccc(S(N)(=O)=O)c1 (stereo not given)	-8	.	-2
Cn1cc(Cl)c(CN2CCC(n3cc(C4CCCC4)nn3)CC2)n1	7	.	-4
CCOC(=O)C1=C(C)N(CC)C(=O)NC1c1ccccc1[N+](=O)[O-] (stereo not given)	5	-4	-15
CCOC(=O)c1nn(-c2ccc(C)cc2)c(=O)cc1OCC(=O)Nc1ccc(CC)cc1	11	.	-5
COC(=O)c1ccc(COC(CN2CCN(C(=O)c3ccccc3OC)CC2)c2ccc(Cl)cc2)cc1 (stereo not given)	.	-7	-9
CN1CC(=O)N2CCN(C(=O)CC34CC5CC(CC(C5)C3)C4)CC2C1=O (stereo not given)	.	-5	-16
CCCc1ccc(S(=O)(=O)N(C)C2CCC3(CC2)OCC(C)(C)CO3)cc1	-5	-6	-2
Cn1cnc(S(=O)(=O)Nc2cc(S(=O)(=O)NC(C)(C)C)c(F)cc2F)c1Cl	-10	.	-15

Looked up by compound from above, two records:
SMILES	NPYLR7 agonist	mcGAS lum	hcGAS lum
CCN(C)c1nc(-c2cccc(C)c2)ncc1C(=O)O	32	.	-6
O=C(c1ccc(Oc2ccccc2)o1)N1CC[C@H](CO)[C@H](O)C1	-2	19	-4

Later entries.
SMILES	NPYLR7 agonist	mcGAS lum	hcGAS lum
CN(Cc1ncc[nH]1)C(=O)c1cccc2nccnc12	-4	.	-3
COCCOCC(=O)N1CCc2c(sc3[nH]c(=O)n(-c4ccccc4C(F)(F)F)c(=O)c23)C1	16	-4	-5
CC(C)c1nn(CC(=O)N(C)c2ccccc2)c(=O)c2c1cnn2-c1ccc(F)cc1	6	.	-4
CCOC(=O)c1ccc(N=c2oc3ccc(OC)cc3cc2C(N)=O)cc1	-6	.	-4
